Source: PubChem
dFosB activator: activators of mouse delta FosB homodimer. actives 0.99% (n = 340,000). AID 493131. P13346. purified delta FosB, TAMRA-CDK5 oligo fluorescence polarization; percent of positive-control signal above neutral wells. activation, % at 25 µM;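 active = mean activation above about 17%, with every replicate also reaching it, limit read from the data, passing the limit was not always enough; inconclusive = only one of the two conditions met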;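 note: fluorescence polarization rise as delta FosB binds a TAMRA Cdk5 AP-1 oligo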
Target sequence (P13346 whole entry, looked up): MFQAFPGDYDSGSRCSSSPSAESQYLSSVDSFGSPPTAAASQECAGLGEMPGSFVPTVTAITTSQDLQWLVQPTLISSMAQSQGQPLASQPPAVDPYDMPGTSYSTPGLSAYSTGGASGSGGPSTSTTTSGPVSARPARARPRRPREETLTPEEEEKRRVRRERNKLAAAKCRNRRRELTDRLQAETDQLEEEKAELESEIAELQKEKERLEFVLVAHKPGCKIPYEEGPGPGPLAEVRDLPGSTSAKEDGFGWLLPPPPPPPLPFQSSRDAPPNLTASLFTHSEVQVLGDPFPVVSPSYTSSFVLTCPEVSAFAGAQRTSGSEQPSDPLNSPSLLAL
NSD2 inh: NSD2 (human) methyltransferase inhibition | NSD2 peptide methylation, AlphaScreen, 120 min | actives 0.54% (n = 310,000) | inhibition, % at 12.5 µM | AID 743445 | O96028; in the data active = inhibition above about 50%
Pemphigus Ab inh: blocks pemphigus antibody binding to human desmoglein-3; P32926; DSG3-coupled beads, scFv-anti-DSG3-GFP binding, flow cytometry; hits give low values; binding (percent of control), % at 10 µM; actives 0.48% (n = 310,000); AID 588358;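 active = binding more than 3 SD below its plate's average and above zero; inconclusive = below that plate limit but binding exactly zero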;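 note: hits lower antibody fragment binding to DSG3; some compounds called inactive have numbers as strong as hits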
PKA-R1A activ: activates the PKA-R1A holoenzyme complex. actives 0.083% (n = 340,000). PKA-R1A dissociation, Cy5-IP20 fluorescence polarization; scaled: DMSO 0%, 113 µM cGMP 100%. activation, % at 11.4 µM;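 active = percent activation above the mean of all tested compounds plus 3 SD, cut at about 19% in these data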;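 note: higher means more PKAc released from R1A so a rise in polarization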
CDK5 inh: CDK5/p35 (human) kinase inhibition; Q00535+Q15078; Recombinant CDK5/p35, ADP-Glo luminescence, 60 min; inhibition, % at 10 µM; actives 0.01% (n = 330,000);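 active = highest replicate inhibition of at least 50% and at least 75% of replicates reaching 50%; inconclusive = only one of the two criteria met; inactive = both criteria failed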;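 note: plate controls were DMSO neutral control for no effect and GW8510 at 10 µM for full effect; many of its hits are not listed in these tables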
MITF act: MITF TRPM1 promoter activation in melanoma cells. SK-MEL-5 TRPM1-promoter luciferase, 24 h; % of positive control, neutral wells = 0. activation, % at 12.5 µM. actives 0.75% (n = 300,000);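 active = mean activation of at least 80% with every replicate also reaching 80%; inconclusive = mean reaches 80% but some replicate falls short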;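 note: 0% = neutral control wells and 100% = parthenolide positive control wells; values of inactives mirror those of a sister screen read the other way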
Arr AP2 block: inhibitors of human beta-arrestin and AP2 interaction; FITC-arrestin peptide / GST-AP2 beads, flow cytometry; AP2 beta2 appendage carries R879A mutation; inhibition, % at 10 µM; actives 0.31% (n = 340,000); AID 504490;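 active = inhibition above a set limit, near 3 SD of compounds lacking own fluorescence, cut at about 54% in these data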;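 note: plate controls were DMSO wells for no effect and 5 µM unlabelled arrestin peptide for full effect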
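Test system: GST-tagged AP2 beta2-adaptin appendage (R879A) on 4 µm glutathione beads; also added: fluorescein-tagged arrestin peptide at 50 nM final; timing: 12 min plus 1 h, RT; signal: flow cytometry, FL1 (488/535 nm); read-out: percent drop in bead-associated FITC signal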
SR-BI HDL uptake: blocks mouse SR-BI lipid uptake from DiI-HDL | actives 0.96% (n = 320,000) | ldlA[mSR-BI] CHO cells, DiI-HDL uptake fluorescence, 3 h | Q61009 | inhibition, % at 12.5 µM;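 active = mean replicate inhibition of at least 70% and a set share of replicates each scoring 70 or more; inconclusive = meets just one of the two criteria; inactive = fails both criteria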;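 note: 0% = median of neutral control wells and 100% = median of positive control wells; values of inactives mirror those of a sister screen read the other way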
Target sequence (Q61009 whole entry, looked up): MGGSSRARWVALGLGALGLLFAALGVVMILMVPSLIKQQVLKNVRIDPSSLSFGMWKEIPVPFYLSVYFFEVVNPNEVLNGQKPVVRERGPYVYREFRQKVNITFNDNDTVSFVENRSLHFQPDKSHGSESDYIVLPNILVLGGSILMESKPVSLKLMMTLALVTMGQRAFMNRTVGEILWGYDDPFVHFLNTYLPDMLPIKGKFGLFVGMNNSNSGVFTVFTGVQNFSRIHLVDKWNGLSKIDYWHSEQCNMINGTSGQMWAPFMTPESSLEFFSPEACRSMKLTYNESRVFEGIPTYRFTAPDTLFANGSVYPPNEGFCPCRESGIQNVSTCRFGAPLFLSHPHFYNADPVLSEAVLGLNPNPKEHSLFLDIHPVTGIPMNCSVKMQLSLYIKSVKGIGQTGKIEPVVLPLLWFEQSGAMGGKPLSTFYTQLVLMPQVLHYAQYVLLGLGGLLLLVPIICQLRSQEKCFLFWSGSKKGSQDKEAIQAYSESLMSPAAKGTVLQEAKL
PKA-R2B activ: PKA-R2B complex activation. actives 0.079% (n = 340,000). P22694+P31323. activation, % at 11.4 µM. PKA-R2B holoenzyme dissociation, Cy5-IP20 fluorescence polarization; R2B truncated from residue 108, S112A mutant; 0% DMSO only, 100% 113 µM cGMP;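 active = activation above a cutoff set at the mean over all compounds plus 3 SD, cut at about 18% in these data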;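 note: higher means more holoenzyme dissociation and a rise in polarization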
SUMO Mot1 rescue: blocks SUMOylation pathway, rescuing yeast Mot1-301 growth | S. cerevisiae Mot1-301 growth rescue, ATP luminescence, 38.5C; percent above DMSO median, 100 means doubled | growth rescue, % at 18.8 µM | actives 1% (n = 320,000);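 active = every valid replicate shows activation above 250% relative to neutral control wells; inactive = the rest, any valid replicate at or below 250%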;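 note: OY570 slx delta 5 strain wells were the positive control but not used for scaling; some compounds called inactive have numbers as strong as hits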
SR-BI uptake up: activators of SR-BI mediated HDL lipid uptake; CHO ldlA[mSR-BI] cells, DiI-HDL uptake fluorescence, 3 h; 100 = double the neutral-control signal; activation, % at 12.5 µM; actives 0.096% (n = 320,000); AID 504775;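 active = mean replicate activation of at least 60% and every replicate at or above 60%; inconclusive = mean or all-replicate condition met, but not both; inactive = mean below 60% and not all replicates reaching 60%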;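 note: 0% = median plate neutral-control signal and 100% = twice that signal; values of inactives mirror those of a sister screen read the other way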
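system = CHO ldlA[mSR-BI] cells, LDL receptor-null, SR-BI overexpressing | medium = Ham's F12 with 0.5% BSA, HEPES 25 mM, pH 7.4 | probe or stimulus = DiI-HDL 10 µg/mL | compound dosing = single-point compound dose | incubation = compound exposure 3 h, 37 °C | technique = DiI fluorescence, bottom read | read-out = cell-associated DiI fluorescence as measure of HDL uptake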
* = called active by the depositor; u = inconclusive; x = not tested or not shown; & = joins results of further samples.

SMILES	dFosB activator	NSD2 inh	Pemphigus Ab inh	PKA-R1A activ	CDK5 inh	MITF act	Arr AP2 block	SR-BI HDL uptake	PKA-R2B activ	SUMO Mot1 rescue	SR-BI uptake up
CCc1ccc2oc(-c3cc(N)ccc3O)nc2c1	2	2	104	-1	1.1	16	0	-2	-2	-10	2
CCS(=O)(=O)Nc1ccc(Cc2ccncc2)cc1	-7	-1	85	1	1.4	5	4	4	4	-5	-4
O/N=C(/c1ccccc1)c1cc2cc(Br)cc(Br)c2o1	u	-4	109	6	0.4	12	-4	-6	-14	19	6
Cc1cccc(N(CC(=O)NC(C)(C)C)C(=O)CS(=O)CC(=O)Nc2ccc3c(c2)OCO3)c1 (configuration not stated)	-8	52*	101	3	-1.0	x	6	-15	-2	49	15
O=S1(=O)CC(O)C(Nc2ccccc2)C1 (configuration not stated)	-8	4	x	-4	x	11	-1	5	0	x	-5
O=C(N/N=C/c1ccccc1Cl)c1[nH]c2ccc(Br)cc2c1-c1ccccc1	-3	-1	81	-2	0.9	-54	13	19	-8	2	-19
Fc1cccc(Cl)c1Cn1ncc2ccccc21	-7	1	100	7	1.4	14	2	9	-6	-20	-9
O=C(c1ccc(-c2ccccc2)cc1)N1CCN(c2ccccc2F)CC1	-2	-2	106	2	0.0	x	-9	7	0	-2	-7
COc1ccc2c3c(cccc13)C(=O)N(O)C2=O	8	3	88	-8	1.0	-6	6	-15	-8	-22	15
CCOC(=O)C1CCCN(C(=O)C2CCN(S(=O)(=O)CC)CC2)C1 (configuration not stated)	1	-1	105	6	-1.9	-37	3	-18	1	11	18
Cc1cc(C)c2c(-n3cccc3)c(C(=O)NNS(=O)(=O)c3ccc(F)cc3)sc2n1	-15	2	x	-10	-0.6	-10	-6	4	-12	x	-4
O=C(N/N=C/c1ccc(N2CCOCC2)s1)c1ccc(NS(=O)(=O)c2cccs2)cc1	-13	-7	100	-3	1.9	5	-4	x	-6	-6	x
CN(C)c1ccc(C2N(c3ccc(Cl)cc3)C(=O)C3CCCN32)cc1 (configuration not stated)	-9	x	112	8	-0.5	-12	0	-25	3	-3	25
CS(=O)(=O)N1CCC(Oc2ccccc2C(=O)NCCCc2cccnc2)CC1	-2	-2	106	-3	-1.8	5	-7	-18	-11	-5	18
COc1ccc(NS(=O)(=O)c2ccc(-n3nnc4ccccc43)c([N+](=O)[O-])c2)cc1	-2	4	x	-5	1.6	0	9	-27	-7	-3	27
COc1ccc(C(=O)Nc2ccc(N3CCCCC3)cc2)cc1Br	6	2	x	4	0.9	71	7	62	-2	12	-62
COc1ccc2[nH]c(C)c(C(=O)CN(C)C)c2c1	4	1	98	1	2.2	-7	13	-16	12	11	16
Cc1ccc(NC(=O)CC(=O)c2ccccc2)cc1C	0	-8	114	8	0.5	144*	12	x	-2	5	x
CCN1C(=O)/C(=C/c2cnn(CC)c2C)SC1=S	-4	1	102	-1	0.4	32	33	3	-15	26	-3
CCOC(=O)c1ccc2c(c1)nc(C)n2CC	0	-2	102	-10	0.0	25	9	-16	-2	9	16
Nc1nc(Cn2nnc(-c3ccccc3F)n2)nc(N2CCOCC2)n1	0	0	89	-4	0.8	-3	13	10	2	122	-10
O=C(CCCC(=O)N(CC(=O)NC1CCCCC1)Cc1ccc2c(c1)OCO2)Nc1ccccn1	0	-3	102	-25	2.9	-8	9	-14	-1	-2	14
O=C(Nc1ccccc1)c1cc2ccccc2c(=O)s1	-1	-3	111	-1	-0.1	77	8	35	1	-13	-35
C=CCSc1nnc(CNC(=O)c2ccccc2C)n1C(C)C	-5	-1	101	-13	-1.4	-4	0	-1	-10	1	1
COc1cc(OC)cc(-n2nnnc2SCC(=O)NCc2ccc3c(c2)OCO3)c1	1	x	101	-4	-5.9	-10	12	-7	-7	0	7
COc1ccccc1C(CNC(=O)c1ccco1)N1CCCC1 (configuration not stated)	0	22	x	0	-2.8	-15	0	-28	-1	1	28
COc1ccc(Nc2nc(-c3ccccc3)nc3ccccc23)cc1	-6	-5	134	-2	0.1	0	4	50	-5	-2	-50
C#CCOCCOCCOCCNc1nc(N2CCN(C(=O)[C@H](C(C)C)n3cc(CCO)nn3)CC2)nc(N2CCN(C(=O)[C@H]([C@@H](C)CC)n3cc(CCC(=O)O)nn3)CC2)n1	1	x	100	7	-2.0	-2	17	-5	-1	x	5
Cc1cn(C(=O)c2ccccc2)c(=S)n1-c1ccc(Br)cc1	0	-4	x	-3	0.4	x	2	21	-8	2	-21
Cc1ccc(NS(=O)(=O)c2c(C)[nH]c(C)c2C(=O)N2CCCCC2)cc1Cl	-13	2	x	2	-0.6	-9	-2	1	0	27	-1
CNCc1c(C)nn(-c2ccccc2)c1C	7	3	89	9	0.1	-19	-1	-25	5	9	25
COc1ccc(N2CCN(C(=O)c3ccccc3NC(=O)C3=C(C)OCCS3)CC2)cc1	-4	9	101	1	-1.0	-5	20	-7	-9	47	7
Cn1c(-c2ccccc2)cnc1SCC(N)=O	-5	-9	x	-4	0.2	x	26	-14	-9	-9	14
COc1ccc(CNC(=S)N/N=C/c2ccc(OC)c(OC)c2)cc1	4	-4	101	3	-3.5	8	6	-9	-2	0	9
O=C(O)CCSc1ccc2ccccc2n1	7&3	-1&-9	73	-5&-14	0.9&-0.1	-1	3&33	5&-44	-3&4	461&-25	-5&44
COc1cc(C(F)(F)F)nc2ccc(C#CCOC(=O)Nc3ccccc3)cc12	-8	1	107	0	-2.4	x	40	14	1	-34	-14
CCOC(=O)c1ccc(NC(=O)NC2CC3CCC(C2)N3C(=S)NC)cc1 (configuration not stated)	-6	-2	95	5	-3.6	-4	1	-11	4	-7	11
C#Cc1cccc(NC(=O)Cc2cccs2)c1	6	-6	119	-2	-0.4	x	56*	12	3	12	-12
O=C(COc1ccc(F)cc1)N1c2ccccc2CCc2ccccc21	2	-2	89	-2	0.0	1	-6	-13	-11	7	13
COc1ccc(CN2CC(C(=O)N3CC(C)CC(C)C3)CC2=O)cc1 (configuration not stated)	-5	-6	103	-12	1.4	-5	13	-2	14	-14	2
COc1ccc(C(=O)N2CCCC(c3nc(-c4cc(OC)c(OC)c(OC)c4)no3)C2)cc1 (configuration not stated)	-2	-1	108	1	-1.5	-6	4	23	5	-1	-23
Cc1ccc(C(C#N)N2CCOCC2)cc1 (configuration not stated)	-11	-4	103	2	-0.5	1	-8	-32	0	x	32
CC1CCN(C2=C(NS(=O)(=O)c3ccc(Br)cc3)C(=O)c3ccccc3C2=O)CC1	-6	30	122	-5	0.6	-9	35	49	-1	-59	-49
COc1ccc(CCNC(=O)c2ccc3nc[nH]c3c2)cc1	-3	-3	103	-6	-3.8	0	0	-6	6	4	6
CCC(=O)NNc1nc2c(C)cc(C)cc2s1	-5	-1	102	-2	-0.2	1	4	8	2	-6	-8
CCN(CC(=O)Nc1ccc(NC(C)=O)cc1)C(=O)CCN1C(=O)C2CC=CCC2C1=O (configuration not stated)	-5	-5	105	9	0.0	2	17	-13	5	x	13
COc1cccc(C(=O)Nc2ccccc2C(=O)NC2CC2)c1	-1	-6	106	-6	-8.7	-7	1	17	-7	10	-17
CCCCCC(C)NC(=S)NC(=O)c1cc(S(=O)(=O)N2CCOCC2)ccc1C (configuration not stated)	-7	1	76	-8	-0.9	-5	4	1	2	-29	-1
CCc1ccc(S(=O)(=O)Nc2ccc(Cl)cn2)cc1	-1	-1	117	1	0.3	x	6	-17	-1	79	17
CCOC(=O)C1CCCN(C(=O)c2cc3nc(-c4cccc(OC)c4)cc(C(F)(F)F)n3n2)C1 (configuration not stated)	-15	-3	121	-9	0.2	-9	-7	45	5	0	-45
Cc1ncc(CO)c(/C=N/NC(=O)c2cccc(S(=O)(=O)N3CCCC3)c2)c1O	-16	-2	103	-7	-2.2	-10	1	85*	7	-10	-85
O=C(/C=C/c1ccc(S(=O)(=O)N2CCOCC2)cc1)Nc1ccc(F)c(F)c1F	-3	-2	99	-1	-0.5	7	-2	48	-12	23	-48
CC(CCc1ccccc1)NC(=O)COC(=O)c1ccc(S(C)(=O)=O)c([N+](=O)[O-])c1 (configuration not stated)	3	6	x	-12	0.0	8	14	-11	-9	116	11
O=C(c1ccc(Cl)c(S(=O)(=O)N2CCCCCC2)c1)N1CCN(c2ccccn2)CC1	-4	2	101	-5	-1.7	-9	1	28	0	7	-28
Cc1cc(Cl)ccc1NC(=S)NCCCO	-7	2	101	3	1.0	-2	12	-18	-3	16	18
CSc1nc(-c2ccco2)nn1C(=O)c1ccccc1Cl	-3	-2	103	0	0.7	-2	3	-24	-2	x	24
N/C(=N\OC(=O)c1ccccc1)C(Cc1ccccc1)C(=O)NOC(=O)c1ccccc1 (configuration not stated)	4	-1	92	9	-0.2	-60	26	-8	-3	x	8
O=C(NC1CCCCC1)Oc1ccccc1	-1	-1	111	-3	1.1	x	3	-9	-10	4	9
CCN(CC(=O)Nc1sc2c(c1C#N)CCC(C)C2)Cc1nc2ccccc2c(=O)[nH]1 (configuration not stated)	-9	3	99	9	-0.8	-4	-1	40	-1	1	-40
Cc1nc(Cl)sc1C(=O)Nc1ccc(F)cc1	-6	18	112	-1	0.3	x	-14	34	-6	x	-34
Cc1cccc(C(=O)NC(=S)N2CCN(C)CC2)c1	4	-2	87	-2	0.5	6	-6	-16	2	-3	16
Cc1nn(CC(=O)O)c2ccccc12	-1	-1	87	0	-0.4	-3	5	12	-8	119	-12

Structures above that bear a hit mark in MITF act:
SMILES	dFosB activator	NSD2 inh	Pemphigus Ab inh	PKA-R1A activ	CDK5 inh	MITF act	Arr AP2 block	SR-BI HDL uptake	PKA-R2B activ	SUMO Mot1 rescue	SR-BI uptake up
Cc1ccc(NC(=O)CC(=O)c2ccccc2)cc1C	0	-8	114	8	0.5	144*	12	x	-2	5	x
